# M. tuberculosis GlmU = inhibition of mycobacterial GlmU enzyme – biochemical, glucosamine-1-phosphate acetyltransferase (AID 1376). M. tuberculosis GlmU acetyltransferase enzyme assay; higher % means a stronger effect. inhibition, %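 (tested at 30 µM in the primary screen)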, or IC50 in µM where a hit was titrated. 0.25% of 220,000 active; in the data active = inhibition above about 13%; inconclusive = no clear call, values can overlap the other calls;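 also: 0% = complete reaction with vehicle and 100% = reaction without substrate; strong numbers were not always called active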
# Mtb RmlCD inh = blocks M. tuberculosis RmlC and RmlD coupled enzymes; AID 1533; inhibition, % at 3.6 µM; P9WH09+P9WH11; 0.03% of 160,000 active; RmlC+RmlD coupled enzyme assay, percent inhibition; primary screen in compound mixtures; in the data active = inhibition mostly above about 34%, no sharp cut-off; inconclusive = no clear call, values can overlap the other calls; inactive = mostly below about 22%; also: some results filed as inactive read as strong as hits
# Target sequence (P9WH09 whole entry, looked up): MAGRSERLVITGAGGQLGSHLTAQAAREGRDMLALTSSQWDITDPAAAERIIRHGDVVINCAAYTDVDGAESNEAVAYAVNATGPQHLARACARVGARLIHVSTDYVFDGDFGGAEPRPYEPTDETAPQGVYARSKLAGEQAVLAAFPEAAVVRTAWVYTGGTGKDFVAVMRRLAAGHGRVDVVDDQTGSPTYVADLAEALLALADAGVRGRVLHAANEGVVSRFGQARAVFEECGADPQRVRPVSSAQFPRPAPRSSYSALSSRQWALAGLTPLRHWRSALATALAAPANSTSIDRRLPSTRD
# Target sequence (P9WH11 whole entry, looked up): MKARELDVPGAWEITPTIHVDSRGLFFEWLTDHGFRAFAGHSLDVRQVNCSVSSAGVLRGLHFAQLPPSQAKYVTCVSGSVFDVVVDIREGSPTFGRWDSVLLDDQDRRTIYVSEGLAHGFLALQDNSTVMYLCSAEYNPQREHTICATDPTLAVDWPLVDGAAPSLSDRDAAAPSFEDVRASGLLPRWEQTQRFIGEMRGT
# * hit, by the source's call; u = inconclusive; x = no result given; & = joins results of further samples. An excerpt; the hit share may differ from the screen's.
SMILES,M. tuberculosis GlmU,Mtb RmlCD inh
O=C1c2cccc3c([N+](=O)[O-])ccc(c23)C(=O)N1CCc1ccccn1,-3.6%,6
CCOC(=O)C1=C(C)N(c2ccc(C)c(C)c2)C(=O)/C1=C\c1ccco1,-6.7%,x
O=C(COC(=O)CN1C(=O)c2cccc([N+](=O)[O-])c2C1=O)NC1CCS(=O)(=O)C1 (stereo not given),x,10
COc1ccc(C(C)=O)cc1CC(C(=O)c1ccccc1)N(C)C (stereo not given),-3.1%,-48
CCN1CCN(CC(=O)n2c3c(c4ccccc42)CC(C)CC3)CC1 (stereo not given),-2.4%,x
Cc1ccc(/C=N/c2sc3c(c2C#N)CCC3)o1,-2.9%,x
COC(=O)C(NC(C)=O)(Nc1nc2ccc(S(C)(=O)=O)cc2s1)C(F)(F)F (stereo not given),6.7%,3
Cc1cc(C)c(NC(=O)CC(C)(C)C)c(Cl)c1,0.8%,x
COc1ccc(C(=O)c2sc3nc(C)cc(-c4cccs4)c3c2N)cc1OC,-0.5%,-11
CCCCN1C(=O)C2C3C=CC(C2C1=O)C1C2C(=O)N(CCCC)C(=O)C2C31 (stereo not given),-0.7%,11
COC(=O)CCCNC(=O)CC1C(=O)NCCN1Cc1ccoc1 (stereo not given),3.0%,-9
CC1CCCCC1NC(=O)CO/N=C/c1ccc(OC(F)F)cc1 (stereo not given),1.2%,x
O=C(NC1CCCCC1)C(c1ccccc1)N1CCCC1 (stereo not given),-3.7%,-10
COc1ccc(N2CCN(S(=O)(=O)c3ccc4c(c3)CCCC4)CC2)c([N+](=O)[O-])c1,1.5%,9
CC(=O)Nc1ccc(Nc2ccc(N3C(=O)CCCC3=O)cc2[N+](=O)[O-])cc1,-0.6%,0
CC(=O)c1ccc(OCc2ccccc2)c(C)c1O,-2.6%,x
CCOc1ccc(N=Cc2c(C)[nH]n(-c3nc4ccccc4[nH]3)c2=O)cc1,0.3%,-1
COc1ccc(N2CCN(C(=O)COc3ccccc3)CC2)cc1,10%,x
COc1ccc(/C=N/NC(=O)c2ccco2)cc1Cn1nc(C)c([N+](=O)[O-])c1C,-1.8%,-2
C=C(C)[C@@H]1CC=C(C(=O)O)CC1,-1.7%,x
COc1ccc(NC(=S)NCc2ccc3c(c2)OCO3)cc1,5.5%,-15
Cc1cc(NC(=O)C2C3C(=O)N(CC4CCCO4)C(C(=O)NC(C)(C)C)C34C=CC2(C)O4)no1 (stereo not given),0.2%,x
CN1C(=O)NC(=O)/C(=C\C=C\c2ccccc2[N+](=O)[O-])C1=O,4.0%,-1
COc1ccc(C(=O)N/N=C/c2sc3ccccc3c2O)cc1,-3.4%,-3
O=C(CSc1ccc2nnc(-c3ccncc3)n2n1)Nc1ccccc1F,6.0%,x

# (further entries)
SMILES,M. tuberculosis GlmU,Mtb RmlCD inh
OC[C@@H]1CCCN1Cc1nc(-c2cccs2)no1,3.1%,-2
Cc1nn(C)c(C)c1S(=O)(=O)N1CCC(CO)(CC2CCCCO2)CC1 (stereo not given),0.4%,-10
COc1cc(/C=N/NC(=O)CNC(=O)c2ccc3c(c2)OCCO3)ccc1O,1.2%,x
Cc1ccc(S(=O)(=O)NC(=O)Nc2cc(C)ccc2F)cc1,8.4%,x
CCCCN(CCCC)S(=O)(=O)c1ccc(NS(=O)(=O)c2ccc(NC(C)=O)cc2)cc1,-5.6%,-5
CNC(=O)c1nn(-c2ccc(Cl)cc2)ccc1=O,-1.8%,4
COc1ccc(N2CCN(C3CC(=O)N(Cc4ccccc4)C3=O)CC2)cc1 (stereo not given),-4.6%,10
Cc1nc(-c2ccccc2)cc(N2CCCC2)n1,1.1%,-1
CCOC(=O)c1cnc(-n2nc(C)cc2C)nc1N(CC)CC,-1.3%,-8
COc1ccc(-n2cc(C(=O)c3ccc4ccccc4c3O)cn2)cc1,-0.6%,x
CN(C)CCOC(=O)C1(c2ccccc2)CCOCC1,1.9%&0.3%,3&41
N#Cc1ccc(/C=C/C(=O)c2cccnc2)cc1,-9.6%,11
CC(=O)Nc1ccc(OS(=O)(=O)c2ccc([N+](=O)[O-])cc2)cc1,1.6%,-16
Cc1ccc2nc3c(cc(C(=O)NCC4CCCO4)c(=N)n3CCCOC(C)C)c(=O)n2c1 (stereo not given),-3.7%,x
COc1cc(/C=C2/SC(=O)NC2=O)ccc1Oc1ccc([N+](=O)[O-])cc1[N+](=O)[O-],4.4%,x
O=C(O)c1cnn(-c2ccccc2)c1-n1cccc1,5.0%,-11
COCCCNC(=O)C1CCC(CNS(=O)(=O)c2ccc(OC)cc2)CC1 (stereo not given),-1.8%,-8
COC(C(=O)NCc1ccccc1C)c1ccccc1 (stereo not given),4.7%,8
Cc1ccc(NC(=O)/C(=C/c2ccc([N+](=O)[O-])cc2)NC(=O)c2ccccc2)cc1,1.2%,x
CCCCCn1c(=O)[nH]c2cc(C(=O)NCCCN(C)Cc3ccccc3)ccc2c1=O,-1.3%,-17
Cc1cc(C)c2sc(N(CCCN(C)C)C(=O)c3ccc(Br)s3)nc2c1,-8.4%,-3
CCCCS(=O)(=O)c1sc2nc3c(cc2c1N)CCCC3,-5.2%,0
Cc1c(C(=O)OCC(=O)c2c(N)n(CC(C)C)c(=O)n(C)c2=O)oc2ccccc12,-3.5%,x
CCOC(=O)c1cc(C(C)(C)C)oc1CNC(=O)c1c(C)oc2c1CCCC2,-4.4%,x
Cc1ccc(C(CC(=O)O)C2CCOC(C)(C)C2)cc1 (stereo not given),-0.8%,-6

# Reformatted tab-delimited: 6 of the compounds above
structure	M. tuberculosis GlmU	Mtb RmlCD inh
O=C(NC1CCCCC1)C(c1ccccc1)N1CCCC1 (stereo not given)	-3.7%	-10
COc1ccc(N2CCN(S(=O)(=O)c3ccc4c(c3)CCCC4)CC2)c([N+](=O)[O-])c1	1.5%	9
CC(=O)Nc1ccc(Nc2ccc(N3C(=O)CCCC3=O)cc2[N+](=O)[O-])cc1	-0.6%	0
CC(=O)c1ccc(OCc2ccccc2)c(C)c1O	-2.6%	x
CCOc1ccc(N=Cc2c(C)[nH]n(-c3nc4ccccc4[nH]3)c2=O)cc1	0.3%	-1
COc1ccc(N2CCN(C(=O)COc3ccccc3)CC2)cc1	10%	x

# Other records
SMILES,M. tuberculosis GlmU,Mtb RmlCD inh
CCOC(=O)c1c(C)n(Cc2ccco2)c2ccc(OC)cc12,-2.7%,9
COC(=O)c1c(C)[nH]c(C)c1-c1ccc([N+](=O)[O-])cc1,-0.6%,10
NC(=O)c1ccc[n+](CC(=O)c2ccccc2)c1,-4.2%,12
CC1CCc2c(sc3ncn(CCO)c(=O)c23)C1 (stereo not given),-4.6%,-15
Cn1nc(C(F)(F)F)c(-c2ccc(Br)cc2)c1NC(=O)c1nccnc1C(=O)O,2.8%,-10
CN(C)S(=O)(=O)c1ccc2c(c1)nc(CCC(=O)NCc1ccc(Cl)cc1)n2C,-12%,-7
CCCn1nnnc1NC(=O)c1cc(Cl)ccc1Cl,-5.1%,8
O=C(O)/C=C\C(=O)Nc1ccc(F)c(F)c1F,-4.5%,-6
COc1nc(Nc2ccc([N+](=O)[O-])cc2)nc(NC(C)C)n1,-0.5%,-12
Cc1ccc2nc(SCC(=O)c3cc(C)n(C)c3C)[nH]c2c1,3.1%,x
CCCCn1cc(SCC(=O)O)c2ccccc21,3.0%,2
O=C(c1ccc(S(=O)(=O)N2CCOCC2)cc1)N(c1cccc(Cl)c1)C1C=CS(=O)(=O)C1 (stereo not given),-2.7%,-10
Cc1cc(C)n(-c2nnc3n2N=C(c2c[nH]c4ccccc24)CS3)n1,-2.3%,x
C=CCn1c(NS(=O)(=O)c2ccccc2)c(S(=O)(=O)c2ccc(C)cc2)c2nc3ccccc3nc21,4.1%,18
COc1ccc(N2C(=O)C(CC(=O)Nc3ccccc3)N(Cc3ccc(OC)c(OC)c3)C2=O)cc1 (stereo not given),3.3%,6
Cc1ccc(-n2c(C)cc(C(=O)CN3CCOCC3)c2C)cc1C,-6.0%,6
CCOc1ccc(Cc2nc(C)c(CC(=O)N3CCCCC3)c(=O)[nH]2)cc1,-6.1%,31
Cc1ccc(C)c(NC(=O)Cc2nc(CCl)cs2)c1,2.2%,x
CCC1CCCCN1C(=O)COc1c(Br)cc(Br)c2cccnc12 (stereo not given),-4.5%,x
O=C(/C=C\Nc1ccc(S(=O)(=O)Nc2ncccn2)cc1)c1ccccc1,1.8%,4
Cc1ccc(S(=O)(=O)NNc2nnc(C)c(=O)[nH]2)cc1,-1.0%,-16
COc1ccc(/C=N/NC(=O)c2ccn[nH]2)cc1Cn1cc([N+](=O)[O-])cn1,0.3%,-10
CCCS(=O)(=O)NCCc1cc2ccc(OC)cc2[nH]c1=O,-3.5%,-6
CS(=O)(=O)N(CC(=O)N1CCN(c2ccc(F)cc2)CC1)c1ccc(F)c(Cl)c1,1.4%,x
CC(NC(=O)Nc1ccc(Cl)cc1)C1CCCO1 (stereo not given),2.2%,x

# Five compounds already listed, arranged by length of the SMILES, smallest number first.
SMILES,M. tuberculosis GlmU,Mtb RmlCD inh
Cc1ccc(S(=O)(=O)NC(=O)Nc2cc(C)ccc2F)cc1,8.4%,x
COc1ccc(-n2cc(C(=O)c3ccc4ccccc4c3O)cn2)cc1,-0.6%,x
O=C1c2cccc3c([N+](=O)[O-])ccc(c23)C(=O)N1CCc1ccccn1,-3.6%,6
Cc1ccc(NC(=O)/C(=C/c2ccc([N+](=O)[O-])cc2)NC(=O)c2ccccc2)cc1,1.2%,x
C=CCn1c(NS(=O)(=O)c2ccccc2)c(S(=O)(=O)c2ccc(C)cc2)c2nc3ccccc3nc21,4.1%,18

# Going on with the list:
SMILES,M. tuberculosis GlmU,Mtb RmlCD inh
O=C(Nc1ccccc1)Nc1c(F)cccc1F,2.6%,3
COc1cccc(/C=N/NC(=O)c2ccc(CN3c4cccc5cccc(c45)S3(=O)=O)cc2)c1,0.6%,4
FC(F)(F)c1cccc(-c2nn[nH]n2)c1,0.8%,3
CCCCOC(=O)CSC1=C(C#N)C(c2ccccc2OC)C(C#N)C(=O)N1 (stereo not given),-1.3%,13
O=C(Cn1cc2c(n1)CCCCC2)NCCCN1CCOCC1,0.5%,-8
COC(=O)c1ccc(COC(=O)c2nn(C)c(=O)c3ccccc23)cc1,3.2%,3
O=C(Nc1cc(C(F)(F)F)ccc1Cl)c1ccncc1,-0.5%,-8
CC1=CC(C)C(COC(N)=O)(COC(N)=O)C(C)C1 (stereo not given),1.8%,24
c1ccc2c3c(ccc2c1)OCC1CONC31 (stereo not given),-9.6%,-9
Cc1cc(C(=O)N/N=C/c2cccnc2)n[nH]1,1.7%,-13
CCC(C)NCCCOc1cc(Cl)ccc1Cl (stereo not given),0.1%,x
S=C(Nc1ccc(Nc2ccccc2)cc1)NC1CCCCCC1,1.6%,-11
COc1ccc(CCNC(=O)CSc2nnc(CNC(=O)c3cccs3)o2)cc1OC,-2.3%,21
CN(C(=O)CSc1nc2cc(C(=O)O)ccc2c(=O)n1Cc1ccccc1)C1CCS(=O)(=O)C1 (stereo not given),-2.7%,-1
OCCNC(=S)NC1CCCCC1,0.1%,u
CCOC(=O)c1ccc2[nH]c(C)cc(=O)c2c1,3.2%,78
CC(=O)Cc1nsc(NC(=O)c2ccc(Br)o2)n1,-3.5%,x
CN(C(=O)COc1nnc(-c2cccs2)c(-c2cccs2)n1)c1ccccc1,2.3%,-9
CC(=O)C1=C(O)C(=O)N(c2cccnc2)C1c1cccc([N+](=O)[O-])c1 (stereo not given),2.4%,-12
CCc1nnc(NS(=O)(=O)c2ccc(N/C=C\C(=O)c3ccc4ccccc4c3)cc2)s1,5.1%,-1
COCCN(C(=O)CSc1nnc(-c2ccccc2C)n1C)c1c(N)n(Cc2ccccc2)c(=O)[nH]c1=O,-2.1%,2
Cc1ccc(S(=O)(=O)CCSC(=N)N)cc1,-1.4%,-13
C=CCn1c(C)cc(C(=O)COC(=O)COc2ccccc2C#N)c1C,-3.8%,-7
N#Cc1nc(-c2ccc(OCc3ccccc3Cl)cc2)oc1NCCCn1ccnc1,x,8
COc1ccc(CC(=O)OCC(=O)Nc2ccc(C(=O)Nc3ccc(OC)cc3)cc2)cc1,-3.1%,x

# The list goes on:
SMILES,M. tuberculosis GlmU,Mtb RmlCD inh
C#Cc1ccc([C@H]2C=C(C(=O)N3CCN(Cc4ccccc4)CC3)O[C@@H](OCC)[C@@H]2CCCO)cc1,-2.9%,x
COC(=O)C1CCN(Cc2cc(=O)oc3cc(OC)ccc23)CC1,-1.1%,30
C=CCNC(=S)NCc1ccccc1,-1.7%,-10
Cc1noc(C)c1NC(=O)NC(c1ccccc1)c1ccccc1,3.1%,x
CC(=O)c1sc(NC(=O)CCOc2ccccc2)nc1C,-1.5%,-2
COc1ccc(Nc2ncnc3c2cnn3-c2ccccc2)cc1OC,3.6%,7
CCN1CCN(Cc2c(O)c(Cl)cc3c(C)cc(=O)oc23)CC1,-0.2%,-7
O=C(CSc1ccccc1)N/N=C/c1ccccc1O,0.6%,-11
CC1CC2(NC(=O)NC2=O)C(C)CN1C (stereo not given),-1.3%,x
CCc1cccc(NC(=O)CN(c2ccc(OC)cc2)S(=O)(=O)c2c(C)n[nH]c2C)c1,-3.1%,x
C/C(=N\NC(=O)c1ccncc1)C12CC3CC(CC(C3)C1)C2,5.8%,3
Cc1c(NC(=O)CSc2nc3ccccc3n2C)c(=O)n(-c2ccccc2)n1C,-0.7%,-4
Nc1sc(-c2ccccc2)c(Cc2ccccc2)c1C(=O)O,0.5%,-7
N#CCCN(C(=O)COc1ccc(Cl)cc1Cl)c1ccccc1,-3.9%,10
Clc1ccc(CCNc2ncnc3nc[nH]c23)cc1,2.4%,x
Cc1nn(-c2ccccc2)c2c1CC1(C(=O)N(C)C(=O)N(C)C1=O)C1CCCCN21 (stereo not given),0.0%,x
O=[N+]([O-])c1ccc(N=Cc2c(O)ccc3ccccc23)cc1,0.3%,-18

# Screening results as filed in PubChem.
